RGS7-Gao reg = RGS7-Galphao binding modulators, primary screen, biochemical, multiplexed bead flow cytometry. binding response (% of control), % at 10 µM. 0.35% of 220,000 active. Guanine nucleotide-binding protein G(o) subunit alpha (Homo sapiens), P09471. actives lie on both sides; in the data active means binding response below about 49% or above about 150%; inconclusive means no clear call, values can overlap the other calls; inactive means in between;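 further: fluorescent Galphao held in activated GDP-AlF4 state binding bead-coupled RGS7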
Mcl1 Bid PPI = Mcl-1/Bid binding inhibitors, primary screen, biochemical, TR-FRET, 1536-well. Induced myeloid leukemia cell differentiation protein Mcl-1 (Homo sapiens), Q07820. TR-FRET Mcl-1/Bid-Dy647 peptide binding. inhibition, % at 21.7 µM. 0.97% of 220,000 active. AID 1021, 2008;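 active means compounds that cut the binding signal by more than half at the single screening dose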;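 further: His-tagged Mcl-1 with europium anti-His antibody binding Bid BH3 peptide; 0% = Mcl-1 plus peptide wells and 100% = peptide-only wells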
Avidin fluor = green autofluorescence of compounds with avidin beads – biophysical, 488/530 nm, flow cytometry, artefact control, profiling panel; compound fluorescence 488/530 nm; stronger effect = higher value; fluorescence (KMESF) at 10 µM; 0.38% of 220,000 active; in the data active means fluorescence above about 47; further: inactives centre near 10
GSH fluor = compound fluorescence on glutathione beads, profiling panel, artefact control, biophysical, 488/530 nm, flow cytometry | AID 1776, 2009 | 0.25% of 190,000 active | GSH beads flow cytometry, compound fluorescence 488/530 nm; stronger effect = higher value | fluorescence (KMESF) at 10 µM; in the data active means fluorescence above about 89;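 further: glutathione beads carrying GST-tagged Bcl family fusion proteins plus one bare bead set; values are compound well signal with DMSO vehicle wells as background; inactives centre near 16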
Pf gametocyte = late stage P. falciparum gametocyte viability inhibitors, primary screen, ATP luminescence, HTS; P. falciparum stage V gametocytes, 24 h; 0.065% of 150,000 active; inhibition, % at 10.9 µM; AID 743093, 2013;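 active means inhibition above the mean plus 3 SD of compounds within the control limits, set per campaign, cut at about 38% in these data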;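 further: 0% = DMSO wells and 100% = medium only without gametocytes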
Mcl1 Noxa PPI = Mcl-1/Noxa binding inhibitors, primary screen, biochemical, TR-FRET, 1536-well | Induced myeloid leukemia cell differentiation protein Mcl-1 (Homo sapiens), Q07820 | 1.5% of 220,000 active | AID 1022, 2008 | TR-FRET Mcl-1/Noxa peptide binding, 2 h | inhibition, % at 21.7 µM;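 active means compounds that cut the protein-peptide binding signal by more than 50% relative to plate controls in a single-dose test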;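 further: His-tagged Mcl-1 with rhodamine Noxa BH3 peptide and terbium anti-His antibody; 0% = Mcl-1 plus Noxa peptide wells and 100% = peptide-only wells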
ABCG2 block = ABCG2 efflux pump inhibitors, primary screen, multiplex with ABCB1, IgMXP3 cells, flow cytometry. Broad substrate specificity ATP-binding cassette transporter ABCG2 (Homo sapiens), Q9UNQ0. JC-1 efflux. inhibition, % at 6.6 µM. 0.1% of 190,000 active;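 active means inhibition above 80%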;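 further: 0% = DMSO and 100% = nicardipine control wells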
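material = IgMXP3 (ABCG2) plus far-red-tagged CCRF-Adr (ABCB1) cells | amount = 3 million cells/mL, equal mix of both lines | also added = JC-1 transporter substrate | dosing = one concentration, 6.6 µM final | schedule = 10 min at 25 °C | measured by = flow cytometric JC-1 green MFI at 530 nm | read-out basis = percent efflux inhibition, scaled nicardipine 100% to DMSO 0%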
Bim-Mcl-1 = inhibitors of Bim peptide binding to Mcl-1, primary screen, biochemical, bead-based flow cytometry, multiplex | Bim peptide-Mcl-1 binding | inhibition, % at 10 µM | 0.1% of 190,000 active; in the data active means inhibition above about 40%;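 further: 0% = no compound tracer wells and 100% = peptide blocker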
RGS4-Gao reg = modulators of RGS4 binding to Galphao, primary screen, biochemical, multiplexed bead flow cytometry | Guanine nucleotide-binding protein G(o) subunit alpha (Homo sapiens), P09471 | actives lie on both sides | binding response (% of control), % at 10 µM | 0.33% of 220,000 active; in the data active means binding response below about 49% or above about 150%; inactive means in between;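 further: fluorescent Galphao activated with aluminum fluoride binding bead-coupled RGS4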
ABCB1 block = ABCB1 efflux pump inhibitors, primary screen, cell-based, multiplex, flow cytometry, ABCG2 counter-screen; CCRF-Adr cells, JC-1 efflux; inhibition, % at 6.6 µM; 0.067% of 190,000 active; AID 1326, 2008; in the data active means inhibition above about 40%;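 further: 0% = vehicle and 100% = reference inhibitor; higher value means more JC-1 retained so stronger ABCB1 efflux block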
Target sequence (P08183 whole entry, looked up): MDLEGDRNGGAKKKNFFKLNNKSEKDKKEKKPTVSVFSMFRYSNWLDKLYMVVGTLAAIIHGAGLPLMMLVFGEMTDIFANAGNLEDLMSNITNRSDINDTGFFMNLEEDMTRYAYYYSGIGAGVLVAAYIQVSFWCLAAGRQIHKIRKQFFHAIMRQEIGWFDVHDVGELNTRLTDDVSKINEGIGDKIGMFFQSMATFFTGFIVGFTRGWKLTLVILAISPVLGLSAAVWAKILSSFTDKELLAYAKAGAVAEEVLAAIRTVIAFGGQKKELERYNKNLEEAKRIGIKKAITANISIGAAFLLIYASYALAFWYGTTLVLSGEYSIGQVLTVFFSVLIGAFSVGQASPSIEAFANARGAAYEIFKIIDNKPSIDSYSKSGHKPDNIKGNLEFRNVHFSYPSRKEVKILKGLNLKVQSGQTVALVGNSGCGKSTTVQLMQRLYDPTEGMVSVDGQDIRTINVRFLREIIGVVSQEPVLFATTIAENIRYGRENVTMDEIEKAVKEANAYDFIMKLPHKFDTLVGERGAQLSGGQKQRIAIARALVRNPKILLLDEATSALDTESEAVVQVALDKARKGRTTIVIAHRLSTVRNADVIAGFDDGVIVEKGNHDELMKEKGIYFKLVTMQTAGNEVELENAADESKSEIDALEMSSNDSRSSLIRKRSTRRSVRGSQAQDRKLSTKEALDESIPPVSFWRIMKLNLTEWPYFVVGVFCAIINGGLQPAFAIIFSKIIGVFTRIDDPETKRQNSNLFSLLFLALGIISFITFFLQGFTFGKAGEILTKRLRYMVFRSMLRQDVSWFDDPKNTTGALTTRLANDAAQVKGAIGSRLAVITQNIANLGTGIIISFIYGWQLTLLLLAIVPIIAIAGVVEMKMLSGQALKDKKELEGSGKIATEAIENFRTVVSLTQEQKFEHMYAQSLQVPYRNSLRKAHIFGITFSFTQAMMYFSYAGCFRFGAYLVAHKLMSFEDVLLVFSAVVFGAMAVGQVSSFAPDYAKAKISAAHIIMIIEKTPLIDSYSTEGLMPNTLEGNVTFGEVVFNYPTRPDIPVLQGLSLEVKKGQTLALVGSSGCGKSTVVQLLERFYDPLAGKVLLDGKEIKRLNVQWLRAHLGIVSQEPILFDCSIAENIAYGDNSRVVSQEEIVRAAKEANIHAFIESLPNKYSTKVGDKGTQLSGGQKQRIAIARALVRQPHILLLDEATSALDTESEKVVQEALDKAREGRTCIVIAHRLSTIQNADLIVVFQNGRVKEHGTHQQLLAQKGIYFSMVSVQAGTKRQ
RGS8-Gao = RGS8-Galphao binding modulators, primary screen, biochemical, multiplexed bead flow cytometry | 0.34% of 220,000 active | response (percent of control binding), % at 10 µM | actives lie on both sides | Guanine nucleotide-binding protein G(o) subunit alpha (Homo sapiens), P09471; in the data active means response below about 60% or above about 140%; inactive means in between;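 further: Galphao activated as the GDP aluminium fluoride complex binding bead-coupled RGS8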
Starred values were filed as active, the others as inactive; ? = inconclusive; / = no result given. Compounds as they come; any-hit rate near 3.3%.

SMILES	RGS7-Gao reg	Mcl1 Bid PPI	Avidin fluor	GSH fluor	Pf gametocyte	Mcl1 Noxa PPI	ABCG2 block	Bim-Mcl-1	RGS4-Gao reg	ABCB1 block	RGS8-Gao
CC1(OC(=O)CCc2ccccc2)C(=O)C=C2C=C(c3ccc(C#N)cc3)N(CCc3c[nH]c4ccccc34)C=C2C1=O (stereo not given)	?	-141	7	/	3	-5	/	/	102	/	102
CCCCOC(=O)c1ccccc1N1C(=O)C2C3CCC(C3)C2C1=O (stereo not given)	101	-8	2	5	-35	9	1	-4	99	0.5	100
CCCNC(=O)NNC(=O)c1ccc(F)cc1	95	-22	10	15	-5	2	1	-1	93	0.2	96
CCOc1ccc(N2C(=O)C3CCCN3C2=O)cc1 (stereo not given)	99	-17	8	20	-17	-11	1	0	99	0.2	102
O=S(=O)(c1ccccc1F)N1CCN(c2nc3ccccc3s2)CC1	89	-2	11	15	16	11	1	-2	93	0.3	92
COc1ccc(NC(=S)NCCc2c[nH]c3ccc(OC)cc23)c(OC)c1	102	-30	24	15	/	3	12	-2	100	0.7	100
FC(F)(F)c1cc(-c2ccccc2)nc(N2CCCCCC2)n1	99	17	31	22	17	-9	8	0	100	1.0	99
O=C(CN(c1cccc(C(F)(F)F)c1)S(=O)(=O)c1ccc(Cl)c([N+](=O)[O-])c1)NCc1ccc(F)cc1	101	-19	7	13	-13	8	16	-3	101	1.6	102
Cc1ccc(C(=O)c2no[n+]([O-])c2C(=O)c2ccc(C)cc2)cc1	94	-18	9	20	16	13	0	7	99	0.2	100
COc1cccc(-n2c(CN3CCN(c4ccccn4)CC3)nc3ccc([N+](=O)[O-])cc3c2=O)c1	?	-33	11	19	11	-1	2	-2	97	4.8	99
COc1ccc(N(C)C(=O)c2oc(=O)c3ccccc3c2-c2ccc(C)cc2)c(OC)c1	?	-23	7	/	-17	3	/	/	96	/	98
CC(/C=C/c1ccccc1F)=N\NC(=O)c1ccccc1	103	2	/	13	/	-2	18	0	99	-0.9	101
COc1cccc(NC(=O)NC2CCN(Cc3nnnn3Cc3ccc(F)cc3)CC2)c1	99	-6	7	35	/	1	0	-1	99	-0.2	102
O=C(NCc1cccnc1)C(=O)C1C(=O)Nc2ccccc21 (stereo not given)	?	-37	8	/	-2	11	/	/	101	/	100
CCCCCc1cc(=O)oc2c(C(CCN3CCCC(C)C3)c3cc(OC)c(OC)c(OC)c3)c(OC)cc(OC)c12 (stereo not given)	?	-42	14	/	/	14	/	/	101	/	104
COc1ccc(N2C(=O)C3CCCN3C2c2ccccc2)cc1Cl (stereo not given)	109	-32	9	7	/	-16	0	0	109	-0.1	104
COc1ccc(C(=O)NC2CCN(CC(=O)Nc3cccc(C)c3)CC2)cc1OC	102	-11	5	20	/	-10	25	-1	103	1.0	100
Cc1cc(=O)[nH]c(Nc2cccc(C(F)(F)F)c2)n1	104	-17	8	7	/	-8	-1	1	105	-0.2	102
O=c1c2cccnc2nc2n1CCCCC2	?	-34	8	18	-18	9	1	1	100	0.3	98
Cc1noc(C)c1COC(=O)c1ccc(S(=O)(=O)NCc2ccco2)cc1	96	-18	17	24	-9	11	3	1	97	1.6	97
O=C(CSCc1ccccc1Cl)Nc1c[nH]c(=O)[nH]c1=O	97	-21	15	10	30	1	7	-2	101	0.5	101
Cc1nc2c3cc(F)ccc3n(Cc3ccc(F)cc3)c2s1	100	1	10	9	-3	13	-3	-1	102	-0.3	101
Clc1ccc2c(N3CCCC3)ccnc2c1	101	-52	15	31	20	15	1	0	103	0.2	100
Cc1cc(C(=O)c2cccs2)c(N)s1	103	-6	25	16	-20	20	2	0	102	0.1	101

Laid out differently: results already given
| canonical_smiles | RGS7-Gao reg | Mcl1 Bid PPI | Avidin fluor | GSH fluor | Pf gametocyte | Mcl1 Noxa PPI | ABCG2 block | Bim-Mcl-1 | RGS4-Gao reg | ABCB1 block | RGS8-Gao |
| --- | --- | --- | --- | --- | --- | --- | --- | --- | --- | --- | --- |
| COc1ccc(N2C(=O)C3CCCN3C2c2ccccc2)cc1Cl (stereo not given) | 109 | -32 | 9 | 7 | / | -16 | 0 | 0 | 109 | -0.1 | 104 |
| COc1ccc(C(=O)NC2CCN(CC(=O)Nc3cccc(C)c3)CC2)cc1OC | 102 | -11 | 5 | 20 | / | -10 | 25 | -1 | 103 | 1.0 | 100 |
| Cc1cc(=O)[nH]c(Nc2cccc(C(F)(F)F)c2)n1 | 104 | -17 | 8 | 7 | / | -8 | -1 | 1 | 105 | -0.2 | 102 |
| O=c1c2cccnc2nc2n1CCCCC2 | ? | -34 | 8 | 18 | -18 | 9 | 1 | 1 | 100 | 0.3 | 98 |
| Cc1noc(C)c1COC(=O)c1ccc(S(=O)(=O)NCc2ccco2)cc1 | 96 | -18 | 17 | 24 | -9 | 11 | 3 | 1 | 97 | 1.6 | 97 |
| O=C(CSCc1ccccc1Cl)Nc1c[nH]c(=O)[nH]c1=O | 97 | -21 | 15 | 10 | 30 | 1 | 7 | -2 | 101 | 0.5 | 101 |
| Cc1nc2c3cc(F)ccc3n(Cc3ccc(F)cc3)c2s1 | 100 | 1 | 10 | 9 | -3 | 13 | -3 | -1 | 102 | -0.3 | 101 |
| Clc1ccc2c(N3CCCC3)ccnc2c1 | 101 | -52 | 15 | 31 | 20 | 15 | 1 | 0 | 103 | 0.2 | 100 |
| Cc1cc(C(=O)c2cccs2)c(N)s1 | 103 | -6 | 25 | 16 | -20 | 20 | 2 | 0 | 102 | 0.1 | 101 |

Next section.
SMILES	RGS7-Gao reg	Mcl1 Bid PPI	Avidin fluor	GSH fluor	Pf gametocyte	Mcl1 Noxa PPI	ABCG2 block	Bim-Mcl-1	RGS4-Gao reg	ABCB1 block	RGS8-Gao
CCc1ccc(N(C)S(=O)(=O)c2ccc3[nH]cc(C(=O)NCCN4CCOCC4)c(=O)c3c2)cc1	105	-21	15	28	/	-2	-6	-4	104	-1.0	103
Cc1ccc(-c2nnc(SCC(=O)Nc3ccccc3F)o2)cc1	102	-7	8	24	/	1	2	0	102	0.2	104
O=C(/C=C/c1cccc([N+](=O)[O-])c1)NCCN1CCOCC1	98	-25	20	20	-10	2	-1	0	100	-0.2	100
Cc1nn(CC(=O)Nc2cccc(S(N)(=O)=O)c2)c(C)c1[N+](=O)[O-]	101	-20	12	3	/	18	-6	-4	101	-1.5	106
O=S(=O)(c1ccccc1)c1cccc(S(=O)(=O)N2CCCCC2)c1	93	0	3	55	21	6	-1	0	84	-0.1	95
Cc1ccc(C)c(NC(=S)NCC(c2cccnc2)N2CCOCC2)c1 (stereo not given)	98	-32	13	12	/	-6	1	-4	99	0.4	97
COc1ccc(Nc2nc(N)c([N+](=O)[O-])c(NCc3ccccc3)n2)cc1	?	29	56*	/	-4	51*	/	/	128	/	101
CNc1ccccc(-c2ccc3ccccc3n2)c1=O	102	-91	4	6	-14	43	1	2	104	9.8	103
CSc1ncccc1C(=O)Nc1nc2ccc(Oc3ccccc3)cc2s1	104	-2	13	14	/	-13	-1	-5	104	-0.3	104
COc1cccc(OCCCCN2CCCCC2)c1	101	24	18	25	4	22	-1	-1	105	-0.3	105
CC(=O)Nc1ccccc1NC(=O)c1ccccc1	?	-4	12	11	4	6	3	0	99	0.4	101
Cc1cc(=O)oc(C)c1C(=O)OCC(=O)c1ccccc1	100	-10	10	25	7	0	6	-2	103	0.0	104
CCOc1ccc(Cl)cc1CNCCNCCO	99	-4	36	16	-4	17	0	-2	103	-0.1	98
COC(=O)c1ccc(OCCOCCOc2cccc3ccc(C)nc23)cc1	104	-3	12	13	3	4	5	-3	103	-1.5	105
Clc1ccc(-c2nnc(-c3ccccc3)o2)c(Cl)c1	97	17	37	50	1	21	2	-6	97	0.5	99
CCCCC(=O)N(c1ccc(OCC)cc1)C1C=CS(=O)(=O)C1 (stereo not given)	89	6	8	35	/	15	8	0	93	3.8	81
CCOc1ccccc1NC(=O)/C=C/C(N)=O	99	17	23	23	-1	98*	0	-4	102	0.2	99
Cc1cccc(CN2CCN(Cc3cccc4nonc34)CC2CCO)n1 (stereo not given)	106	-22	12	10	-3	-3	0	-3	103	0.1	103
O=C(NC(=S)N(CC1CCC1)CC1CCCO1)c1cccc([N+](=O)[O-])c1 (stereo not given)	100	-43	10	11	11	-5	3	-1	100	0.5	100
O=C(NC1CCCc2ccccc21)c1ccc(S(=O)(=O)N2CCOCC2)cc1 (stereo not given)	98	0	21	11	-11	16	0	2	101	0.0	104
C[C@@H]1NC(=O)c2cc([N+](=O)[O-])cc(I)c2OCC[C@@H](C(N)=O)NC(=O)[C@H](CCC(=O)O)NC1=O	100	4	11	18	/	18	-2	-2	102	-0.1	101
CCOC(=O)c1ccc(NC(=O)CN2C(=O)C(=O)N(CC(C)C)C2=O)cc1	107	-3	8	33	-4	-1	0	-1	107	0.1	102
COc1ccc(-c2c(C(=O)O)nc3ccccc3c2C(=O)O)cc1	100	-4	11	17	7	14	1	-5	100	0.4	98
COc1cccc(CN(C)C(=O)c2ccc(S(=O)(=O)N3CCCC3)cc2)c1OC	100	-27	6	49	-1	14	2	-1	101	0.8	100
CCOC(=O)c1c(N/N=C/c2cccnc2)n[nH]c1C	?	-23	4	/	21	11	/	/	96	/	99
Cc1ccc(NC(=O)Cc2cc(C(=O)O)c3ccccc3n2)c(C)c1	105	-22	11	11	15	19	28	1	102	0.6	102
COc1ccc(CCN(Cc2cccs2)S(=O)(=O)c2ccc(S(=O)(=O)N(C)C3CCCCC3)cc2)cc1OC	102	-17	14	20	-7	-3	6	-7	103	1.1	100
Cc1ccc(-c2nnc(SCC(=O)N3CCCC3)o2)cc1	106	-25	17	259*	/	3	2	-7	99	0.6	98
O=S(=O)(Nc1ccccc1F)c1ccc2nsnc2c1	104	-2	13	6	/	14	1	-3	105	0.1	100
COc1ccc2cc(CCNC(=O)c3c(-c4ccccc4Cl)noc3C)c(=O)[nH]c2c1	95	-1	7	14	/	9	6	1	93	1.9	97
COc1ccc2[nH]c(C(O)(Cc3cccnc3)Cc3cccnc3)cc2c1	110	-35	15	15	1	11	3	0	106	0.0	103
O=C(c1ccccc1)c1ccc2nc(N3CCN(C(=O)c4ccco4)CC3)c3nncn3c2c1	99	6	7	17	/	56*	-5	0	99	-2.2	103

Source: PubChem
